High-throughput results from PubChem.
MCF10A rereplic: inducers of DNA re-replication in MCF 10A breast cells. Potency, µM (highest dose often 46.1 µM), for the others: at the highest dose activity, positive = re-replication, most hits filed as activators. MCF 10A DNA re-replication, Hoechst nuclear intensity, 48 h. 2.9% of 350,000 active; further: potency means the concentration at half of the fitted maximal effect; % of control where 0% means no effect; nearly all actives have a fitted effect of over 50% in size
KB-3-1 cytotox: KB-3-1 parental cell cytotoxicity; Potency, µM (titrated, usually from 46.1 µM), for the others: at the highest dose activity change, negative = cytotoxic, hits mostly cytotoxic; 1.4% of 400,000 active; AID 1347075; KB-3-1 viability, CellTiter-Glo ATP luminescence, 72 h; further: potency means the concentration at half of the fitted maximal effect; on the % scale 0 is the no-effect control and ±100 the full control effect; nearly all actives have a fitted effect of over 60% in size
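Cytotoxicity in the drug-sensitive parental line KB-3-1 was scored as loss of CellTiter-Glo luminescence following 72 h incubation with compound. Values come from curve fitting of normalized concentration-response data.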
ATXN viability: viability counter-screen for ATXN expression inhibitors; Potency, µM (series often up to 56.7 µM), most hits filed as cytotoxic; AID 651635; 0.49% of 400,000 active; S2 cells (HEK-293 line with an ATXN2-luciferase reporter) viability, CellTiter-Fluor protease fluorescence, 24 h; further: potency means the concentration at half of the fitted maximal effect; nearly all actives have a fitted effect of over 40% in size
HT1080 IDH1KD tx: toxicity to HT-1080 IDH1 knockdown cells (counter line) | 2% of 360,000 active | Potency, µM (titrated, usually from 46.1 µM), for inactives: top-dose activity, negative = toxicity, most hits filed as cytotoxic | HT-1080 IDH1 knockdown viability, ATP luminescence, 48 h | AID 686971;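 further: potency means the concentration at half of the fitted maximal effect; 0% = DMSO wells and -100% = cell-free medium wells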
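Assay cells: HT-1080 with IDH1 knockdown, 750 per well, RPMI/5% FBS. Exposure: 48 h at 37 °C following 2 h pre-incubation. Read: CellTiter-Glo luminescence; fitted concentration-response, curve class assigned.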
SW480 rerep: DNA re-replication induction in SW480 cells. Potency, µM (titrated, usually from 46.1 µM), for inactives: at the top dose re-replication activation, actives largely listed as activators. SW480 DNA re-replication, Hoechst DNA content imaging, 48 h. 1.8% of 340,000 active; further: potency means the concentration at half of the fitted maximal effect; % of control where 0% means no effect; nearly all actives have a fitted effect of over 55% in size
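Treated cells incubate 48 hr (37 C, 5% CO2), are stained 40 min with Hoechst, and nuclear fluorescence is enumerated; a rise in nuclei with high DNA signal marks re-replication.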
HT1080NT lethal: kills 2HG-producing HT-1080-NT fibrosarcoma cells; 1.6% of 360,000 active; HT-1080-NT fibrosarcoma viability, CellTiter-Glo ATP luminescence, 48 h; Potency, µM (titrated, usually from 46.1 µM), for inactives: at the top dose activity, negative = less viability, most hits filed as cytotoxic;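 further: NT is the 2HG producing partner of a matched IDH1 knockdown line; potency means the concentration at half of the fitted maximal effect; 0% = DMSO-treated cells and -100% = media-only wells without cells; nearly all actives have a fitted effect of over 55% in size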
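HT-1080-NT; 750 cells/well; 5% FBS RPMI; 48 h compound, 37 degrees C; CellTiter-Glo luminescence; curve fitting and curve-class assignment.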
ATXN2 expr inh: reduces ATXN2 reporter expression in HEK-293 cells | Potency, µM (doses to about 57 µM), inactives show at the highest dose activity change, negative = inhibition, actives largely listed as inhibitors | 0.72% of 360,000 active | AID 1745845 | HEK-293 ATXN2-luciferase reporter, luminescence, 24 h; further: potency means the concentration at half of the fitted maximal effect; on the % scale 0 is the no-effect control and ±100 the full control effect; nearly all actives have a fitted effect of over 55% in size
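ATXN2-luciferase reporter cells (luciferase flanked by upstream and downstream ATXN2 gene portions) were treated 24 h at 37 °C with compounds at up to 57 uM. SteadyGlo luminescence gave expression; GF-AFC fluorescence gave viability.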
KB-V1 MDR tox: KB-V1 MDR subline cytotoxicity; 3.4% of 400,000 active; KB-V1 MDR cells viability, CellTiter-Glo, 72 h; Potency, µM (top dose mostly 46.1 µM), for inactives: top-dose activity change, negative = cytotoxicity, actives largely listed as cytotoxic; further: potency means the concentration at half of the fitted maximal effect; on the % scale 0 is the no-effect control and ±100 the full control effect; nearly all actives have a fitted effect of over 60% in size
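Following 72 h at 37 degrees C with compound, KB-V1 cell viability was read by CellTiter-Glo luminescence, medium being phenol-red-free DMEM plus 10% FBS; concentration-response parameters came from normalized, curve-fitted qHTS data.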
IL-1B inflam inh: inflammasome signaling inhibition, IL-1 beta readout | 4.7% of 360,000 active | activity change, % at 57.5 µM | THP-1 LPS/ATP IL-1B secretion, AlphaLISA, 16 h; active compounds read low | AID 743279; in the data active means activity change below about -50%; inconclusive means mostly about -30% to -49%; further: on the % scale 0 is the no-effect control and ±100 the full control effect
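Secreted IL-1B measured by AlphaLISA bead assay after 16 h compound exposure of THP-1 cells; compounds (final up to 57.5 uM) added 1 h before LPS (250 ng/mL) and ATP (1.25 mM) stimulation; lower signal means less secretion.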
* marks the source's active call; other numbers are inactive results; i = inactive; ? = inconclusive; / = not tested or not shown; [ ] = remark or other dose. Unless noted, the call rests on the fitted dose curve; in most records, active means well fitted curve in the direction sought with a large enough effect; inconclusive means small, poorly fitted or top-dose-only effect, or another doubt; inactive means no such curve, though single readings can be large; an effect the other way counts as inactive or inconclusive.

Every second line gives: HT1080 IDH1KD tx | HT1080NT lethal | KB-3-1 cytotox | SW480 rerep | IL-1B inflam inh | ATXN viability | MCF10A rereplic | KB-V1 MDR tox | ATXN2 expr inh
> CC1CN(S(=O)(=O)c2cccs2)CC(C)O1 (stereo not drawn)
  9% | 3% | 2% | -4% | 7 | i | 16% | -11% | 2%
> N#C/C(=C/c1ccc2c(c1)OCO2)C(=O)NCCc1c[nH]c2ccccc12
  ? | ? | 0% | ? | -21 | i | ? | 15µM* | -25%
> CC1CCN(S(=O)(=O)c2ccc(C(=O)OCc3ccc4c(c3)OCO4)cc2)CC1
  4% | 7% | -4% | 0% | 10 | i | -18% | 3% | -11%
> COc1cc(NS(=O)(=O)c2ccc(NC(=O)COc3ccc(C)cc3)cc2)nc(OC)n1
  -1% | -7% | 4% | -10% | 8 | i | -2% | -8% | 5%
> CCc1nc2ccc(C(=O)NCCCN(C)C)cn2c1N(C)CCCc1ccccc1
  23µM* | 18µM* | 0% | / | -22 | ? | / | 2% | ?
> O=C(NCc1cccc(C(F)(F)F)c1)C1CCCN(c2cnccn2)C1 (stereo not drawn)
  -9% | -2% | -6% | -3% | 0 | i | 16% | 5% | -7%
> CCN(CCS(=O)(=O)c1ccc(Cl)cc1)C(=O)Nc1ccc(Cl)cc1
  3% | 5% | 0% | 9% | -17 | ? | -6% | -27% | /
> Cn1cccc1/C=C1\CCc2ccccc2C1=O
  ? | ? | -3% | 1% | ? | i | -4% | ? | -16%
> O=C1CC(c2cccc(Cl)c2)c2cc3c(cc2N1)CCC3 (stereo not drawn)
  ? | 7.1µM* | 0% | -2% | 37 | ? | 4% | 8.2µM* | ?
> CCOC(=O)c1ccc(NC(=O)c2c(NCc3cc(OC)c(OC)cc3OC)sc3c2CCCC3)cc1
  / | / | 12% | / | / | 32µM* | / | 6% | -19%
> COC(=O)[C@]12CCCCC=C1N(CCc1ccc(OC)c(OC)c1)C(=O)[C@H](CC(=O)N1CCSCC1)C2
  -3% | -3% | 15% | / | ? | / | / | ? | /
> O=C(O)c1ccccc1C1=Nc2ccc(O)cc2Oc2cc(O)ccc21
  17% | -1% | 1% | 0% | 20 | i | -7% | -1% | 3%
> CC(C)c1ccc(/C=C/C(=O)NCCCc2ccccc2)cc1
  -7% | 0% | 0% | 1% | ? | i | -9% | -5% | -8%
> COc1ccc(NC(=O)CN2CCN(Cc3ccc(F)cc3)S2(=O)=O)cc1Cl
  / | / | -11% | / | / | i | / | -6% | -16%
> CC(C(=O)c1ccc(Br)cc1)[n+]1cccc2ccccc21 (stereo not drawn)
  -1% | 0% | ? | -3% | 39 | i | -2% | 3% | /
> CCCCNC(=O)[C@@](CC)(ONc1ccccc1C(F)(F)F)c1cccc2ccccc12
  0% | -1% | -5% | ? | ? | i | ? | -15% | -11%
> CC(=O)c1ccc(C(=O)N2CCCC(CO)(Cc3ccccc3C)C2)s1 (stereo not drawn)
  4% | 3% | 6% | -14% | 0 | i | 15% | ? | -4%
> Cc1cc(NC(=O)CSc2nnc(CNc3cccc(C(F)(F)F)c3)n2Cc2ccco2)no1
  1% | -9% | 5% | -5% | -5 | i | 6% | -4% | -12%
> CCOC(=O)c1[nH]c2ccc(OC)cc2c1NC(C)=O
  -3% | -1% | -1% | -6% | -5 | i | -8% | 21% | 0%
> COc1cc(OC)c(C(=O)O/N=C(\N)c2ccccc2)cc1OC
  3% | -1% | -4% | -12% | -1 | i | 5% | -18% | 22%
> CN1C(=O)c2cccc(N(C)C)c2C1=O
  17% | -1% | 11% | -5% | -16 | i | -13% | -25% | -2%
> COc1cc(CN2CCN(CCOCCO)CC2)cc(OC)c1OC
  4% | 11%[9.24 µM] | 2% | -12% | 2 | i | -2% | 13% | 5%
> CCCc1c(C(=O)N/N=C(/C)c2ccncc2)nnn1-c1nonc1N
  3% | -3% | 30% | -3% | 22 | i | -4% | ? | -15%
> COc1ccc(NC(=O)Nc2ncccc2C)cc1
  -3% | 13% | -11% | -1% | 2 | i | 5% | 0% | 20%
> CCc1ccc(NC(=O)Cn2cnc3c(=O)n(C)c(=O)n(C)c32)cc1
  -2% | -13% | -12% | -2% | 17 | i | -8% | -5% | -7%
> CS(=O)(=O)c1cccc(C(=O)OCC(=O)NCc2cccs2)c1
  6% | 13% | 12% | -8% | -1 | i | -6% | 17% | /
> O=C1CCCN1CCCNCC(=O)N1c2ccccc2Sc2ccccc21
  -3% | 1% | -4% | -5% | -10 | i | -2% | 0% | 1%
> Cc1ccc(C)c(NC(=O)C2CC(O)CN2C(=O)Oc2ccccc2)c1 (stereo not drawn)
  11% | 1% | 11% | -9% | 6 | i | 0% | 10% | 7%
> Cc1c(C)n(C)c2ccc(C(=O)NCCCN3CCOCC3)cc12
  -1% | -2% | 10% | 1% | -21 | i | 1% | -6% | 1%
> CC(C)(C)N1C(=O)[C@H]2[C@@H](c3ccc(Br)cc3)N3C(=O)N(c4ccc(Br)cc4)C(=O)[C@@]3(Cc3ccccc3)[C@H]2C1=O
  -4% | 0% | -8% | -13%[9.22 µM] | -21 | i | -68%[inhibitor] | -15% | 4%

(list continues)
Every second line gives: HT1080 IDH1KD tx | HT1080NT lethal | KB-3-1 cytotox | SW480 rerep | IL-1B inflam inh | ATXN viability | MCF10A rereplic | KB-V1 MDR tox | ATXN2 expr inh
> Nc1ccc(C(=O)c2ccc3c(c2)OCCO3)cc1N
  0% | 0% | 1% | -4% | 10 | i | 3% | -26% | 29%
> COc1ccc(NC(=S)N2N=CCC2c2ccccc2)cc1 (stereo not drawn)
  12% | 1% | -3% | 3% | -10 | i | 2% | ? | 34%[activator]
> O=C(Cc1ccccc1Cl)N/N=C/c1cccnc1
  18% | 13% | 14% | -6% | -10 | i | -1% | ? | -8%
> CCOc1ccc(N(CC(=O)Nc2ccccc2C)S(=O)(=O)c2c(C)[nH]c(=O)[nH]c2=O)cc1
  -1% | 1% | -7% | -1% | 9 | i | -1% | ? | 9%
> COCCN(CC(=O)Nc1ccccc1C(F)(F)F)C(=O)c1ccc(-n2cccn2)cc1
  10% | -2%[9.24 µM] | 1% | -24% | 14 | i | 2% | -4% | 5%
> CCOc1ccc(NC(=O)CN(C)CC(=O)Nc2ccccc2C#N)cc1OCC
  7% | 3% | 2% | -1% | 2 | i | 1% | -4% | 3%
> Cc1ccc2nc(SCC(=O)Nc3cccnc3Cl)[nH]c2c1
  1% | 4% | / | -1% | -8 | ? | ? | / | 2%
> CCOC(=O)c1noc2nc(C)n(Cc3cccc(C#N)c3)c(=O)c12
  / | / | 4% | / | / | i | / | ? | 16%
> CSc1nc(O)c(C(c2ccccc2Cl)c2c(O)nc(SC)[nH]c2=O)c(=O)[nH]1
  1% | 8% | 15% | -2% | -12 | i | 0% | 22% | 3%
> C=CCn1cc(C(=O)NCc2ccc(Cl)cc2)c(=O)c2cc(S(=O)(=O)N(CC)CC)ccc21
  -44% | -19% | 5% | ? | / | i | -35%[inhibitor] | 18µM* | -15%
> Cc1ccc(N2CCN(c3ccc(C)cc3)C(CC(=O)O)C2=O)cc1 (stereo not drawn)
  -5% | -8% | 4% | -5% | 14 | i | 0% | -22% | 19%
> CCCn1c(CC)nc([N+](=O)[O-])c1Sc1ccc(C)cc1
  -29% | -12% | -9% | 0% | -68* | i | 24% | -18% | 4%
> COc1ccccc1CNC(=O)c1cc2c(s1)-c1ccc(Cl)cc1SC2
  / | / | 5% | / | / | ? | / | 24% | 7%
> CC1=C(C(=O)c2ccccc2)C(c2ccc(N3CCOCC3)cc2)NC(=O)N1 (stereo not drawn)
  -1% | -17% | 0% | -4% | -17 | i | -2% | 0% | -29%
> O=C(CN1C(=O)/C(=C\C=C\c2ccccc2)SC1=S)Nc1ccc(F)cc1
  16% | 3% | -3% | 12% | -5 | ? | -3% | -13% | -5%
> O=c1nc2ccccc2c(NS(=O)(=O)c2ccccc2)n1-c1ccccc1
  -8% | -1% | -9% | -2%[9.22 µM] | 29 | i | ? | -3% | 2%
> Cc1cccc(Oc2ncnc3onc(C)c23)c1C
  -6% | 0% | 0% | 0% | -7 | i | 21% | 0% | -3%
> C#CCN(C[C@H]1[C@H](OC(=O)NCc2ccccc2)[C@H](OC(=O)NCc2ccccc2)C[C@H]2C(=O)N(c3ccccc3)C(=O)[C@@H]12)S(=O)(=O)c1ccc(C)cc1
  0% | 0% | 4% | / | -21 | i | / | -10% | 7%
> C=CCN1C(=O)C(CC(=O)Nc2ccc(OCC)cc2)N(Cc2ccccn2)C1=S (stereo not drawn)
  -7% | 16% | -14% | 24% | -15 | i | 6% | -18% | -1%
> CCC(C(=O)Nc1cc(F)ccc1F)n1nc(-c2cc(C)ccc2C)ccc1=O (stereo not drawn)
  / | / | ? | / | / | ? | / | 0% | -17%
> COc1ccc(NC(=O)c2ccc(OCC3CCCO3)cc2)cc1OC (stereo not drawn)
  0% | 2%[9.24 µM] | 4% | -14% | 9 | i | 0% | -27% | 6%
> CC(C)(C)c1ccc(C(=O)NCC(c2ccc(Cl)cc2)N2CCOCC2)cc1 (stereo not drawn)
  / | / | ? | / | / | ? | / | ? | ?
> O=C(Cn1nc2sc3ccccc3n2c(=O)c1=O)c1cccs1
  -9% | -11% | 2% | -7% | 37 | i | 2% | -1% | /
> Cc1ccc(CNC(=O)c2cc3cc(C)ccc3n2C)cc1
  / | / | -10% | / | / | i | / | -6% | 191%[activator]
> COc1ccc(N2Cc3ccccc3C2=NC(=O)c2cncc(Br)c2)cc1
  -5% | -20% | -3% | 0% | -11 | i | -3% | -3% | /
> O=C(CN(CCc1ccccc1)C(=O)CNS(=O)(=O)c1ccc(F)cc1)NCC1CCCO1 (stereo not drawn)
  20% | 15% | 1% | 1% | 0 | i | -1% | 9% | -6%
> COc1ccc(CCN2CC(C(=O)OCC(=O)NCc3ccccc3Cl)CC2=O)cc1OC (stereo not drawn)
  1% | -1% | 9% | -15% | 7 | i | 10% | 10% | 8%
> CCCC(=O)Nc1c(-c2ccccc2OC)c(=O)c2ccccc2n1C
  -1% | 0% | 18% | -1% | 25 | i | -3% | 5% | 0%
